PriA SSB inh: K. pneumoniae PriA-SSBct interaction inhibition. AlphaScreen SSBct-PriA binding, biotinylated peptide. inhibition, % at 33 µM. 430,000 tested, 0.6% active; in the data active = inhibition mostly above about 37%, no sharp cut-off; inactive = mostly below about 20%;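 also: plate controls were negative control peptide for no effect and reference peptide for full effect; strong numbers were not always called active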
BH1578 lux ind: quorum light induction in luxS cqsA deficient V. cholerae | V. cholerae BH1578 lux reporter, luminescence, 6 h | activation, % at 18.7 µM | 350,000 tested, 0.16% active | AID 588436; in the data active = activation mostly above about 9.7%, no sharp cut-off; inconclusive = no clear call, values can overlap the other calls; inactive = mostly below about 3.7%; also: not every result past the cut was called active; inactives centre near 0; reference of the scale not given here
Yp Topo-I inh: Y. pestis Topo-I inhibition via cleavage products | Y. pestis Topo-I cleavage product accumulation, plate reader | activity, % at 10 µM | AID 504884 | 360,000 tested, 0.064% active; in the data active = activity above about 50%, passing the limit was not always enough; inconclusive = no clear call, values can overlap the other calls; also: inactives centre near 2
CCHFV vOTU inh: blocks the CCHF virus ovarian tumor domain protease; CCHFV vOTU protease, Pep-AMC fluorescence; inhibition, % at 11.5 µM; 370,000 tested, 0.55% active; in the data active = inhibition above about 30%; also: 0% = vehicle wells with enzyme and 100% = no enzyme wells
BoNT A protease: BoNT A light chain protease inhibition | inhibition, % at 10 µM | 360,000 tested, 0.17% active | multiplex microsphere protease substrate cleavage, flow cytometry; also: plate controls were buffer without enzyme for full effect and enzyme alone for no effect
TcdB inh: blocks C. difficile toxin B glycohydrolase activity; TcdB glycohydrolase enzymatic assay, plate reader; inhibition, % at 9.99 µM; 350,000 tested, 0.24% active; P18177; in the data active = inhibition above about 10%
Target sequence (P18177 whole entry, looked up): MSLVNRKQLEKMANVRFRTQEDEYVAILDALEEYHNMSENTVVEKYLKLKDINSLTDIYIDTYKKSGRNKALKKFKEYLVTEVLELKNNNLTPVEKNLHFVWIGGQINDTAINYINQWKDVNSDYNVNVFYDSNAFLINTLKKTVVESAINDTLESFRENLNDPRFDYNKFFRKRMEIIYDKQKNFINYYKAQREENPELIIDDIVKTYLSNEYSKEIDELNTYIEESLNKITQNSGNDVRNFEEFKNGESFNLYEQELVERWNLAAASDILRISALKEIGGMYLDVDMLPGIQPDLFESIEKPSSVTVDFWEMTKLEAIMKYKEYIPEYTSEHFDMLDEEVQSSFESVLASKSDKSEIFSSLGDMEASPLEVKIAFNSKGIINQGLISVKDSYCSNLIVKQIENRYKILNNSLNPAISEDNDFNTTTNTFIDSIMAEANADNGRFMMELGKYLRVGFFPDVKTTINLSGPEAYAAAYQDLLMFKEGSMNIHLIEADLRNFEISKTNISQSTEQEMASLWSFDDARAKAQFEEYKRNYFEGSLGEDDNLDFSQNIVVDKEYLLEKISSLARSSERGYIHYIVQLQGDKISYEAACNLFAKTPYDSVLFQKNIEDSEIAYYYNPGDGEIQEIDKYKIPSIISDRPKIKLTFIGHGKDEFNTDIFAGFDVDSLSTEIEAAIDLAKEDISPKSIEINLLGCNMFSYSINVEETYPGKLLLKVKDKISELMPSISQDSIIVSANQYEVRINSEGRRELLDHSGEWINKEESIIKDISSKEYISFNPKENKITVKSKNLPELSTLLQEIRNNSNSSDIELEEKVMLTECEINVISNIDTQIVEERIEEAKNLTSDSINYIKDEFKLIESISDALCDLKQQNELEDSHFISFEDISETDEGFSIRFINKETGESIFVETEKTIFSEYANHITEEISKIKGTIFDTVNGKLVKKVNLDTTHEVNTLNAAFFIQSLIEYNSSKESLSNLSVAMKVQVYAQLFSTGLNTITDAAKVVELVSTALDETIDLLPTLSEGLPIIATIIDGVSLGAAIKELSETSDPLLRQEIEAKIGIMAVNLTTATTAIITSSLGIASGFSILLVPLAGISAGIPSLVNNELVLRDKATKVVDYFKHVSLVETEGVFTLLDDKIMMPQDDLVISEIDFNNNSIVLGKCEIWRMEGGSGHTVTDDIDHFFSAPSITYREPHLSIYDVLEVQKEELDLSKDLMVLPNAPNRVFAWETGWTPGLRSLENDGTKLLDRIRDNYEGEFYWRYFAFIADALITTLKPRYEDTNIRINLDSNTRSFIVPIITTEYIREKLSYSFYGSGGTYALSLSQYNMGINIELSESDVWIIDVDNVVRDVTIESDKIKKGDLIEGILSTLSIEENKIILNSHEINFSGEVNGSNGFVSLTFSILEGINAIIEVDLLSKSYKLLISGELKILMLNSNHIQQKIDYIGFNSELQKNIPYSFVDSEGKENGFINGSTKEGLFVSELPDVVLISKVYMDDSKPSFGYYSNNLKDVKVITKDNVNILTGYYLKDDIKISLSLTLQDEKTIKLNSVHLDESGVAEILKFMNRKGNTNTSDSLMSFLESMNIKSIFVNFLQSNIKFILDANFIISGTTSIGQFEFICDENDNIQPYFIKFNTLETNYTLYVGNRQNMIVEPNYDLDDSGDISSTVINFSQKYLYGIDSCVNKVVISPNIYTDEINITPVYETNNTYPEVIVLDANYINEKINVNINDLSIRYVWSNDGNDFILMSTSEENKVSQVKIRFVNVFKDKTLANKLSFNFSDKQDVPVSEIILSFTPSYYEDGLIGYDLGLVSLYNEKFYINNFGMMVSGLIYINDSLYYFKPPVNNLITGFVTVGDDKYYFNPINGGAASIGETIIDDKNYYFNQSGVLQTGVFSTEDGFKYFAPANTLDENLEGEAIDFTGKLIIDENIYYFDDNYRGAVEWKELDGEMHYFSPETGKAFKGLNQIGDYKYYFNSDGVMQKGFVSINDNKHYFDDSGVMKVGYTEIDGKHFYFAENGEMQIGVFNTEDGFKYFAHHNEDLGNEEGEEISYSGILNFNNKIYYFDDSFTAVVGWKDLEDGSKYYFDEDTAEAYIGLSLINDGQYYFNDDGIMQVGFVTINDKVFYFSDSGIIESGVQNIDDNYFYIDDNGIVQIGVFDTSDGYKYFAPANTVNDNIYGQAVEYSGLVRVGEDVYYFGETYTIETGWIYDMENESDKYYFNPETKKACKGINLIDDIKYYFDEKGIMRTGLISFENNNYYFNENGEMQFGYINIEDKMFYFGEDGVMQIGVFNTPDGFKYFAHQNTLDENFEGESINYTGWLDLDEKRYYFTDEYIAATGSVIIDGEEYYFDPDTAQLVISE
Anthrax LF prot: inhibitors of Bacillus anthracis lethal factor protease; P15917; multiplex microsphere protease cleavage assay, LF; inhibition, % at 10 µM; 360,000 tested, 0.12% active; AID 588501; also: plate controls were buffer without enzyme for full effect and enzyme alone for no effect
PfHsp40 rescue: compounds rescuing yeast from Plasmodium falciparum HSP40 toxicity; 340,000 tested, 0.68% active; S. cerevisiae expressing PfHsp40, growth rescue, ATP luminescence; AID 504582; growth rescue, % at 12.5 µM; in the data active = growth rescue above about 28%, passing the limit was not always enough; inconclusive = no clear call, values can overlap the other calls;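 also: yeast W303a lacking pdr1 and pdr3 grown in galactose medium; growth measured after three days at 30 °C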
SARS 3CLpro inh: SARS-CoV 3CLpro protease inhibition. P0C6X7. recombinant SARS-CoV 3CLpro, quenched FRET peptide cleavage. inhibition, % at 6 µM. 290,000 tested, 0.14% active; in the data active = inhibition above about 12%
DUSP3 inh: inhibitors of human VHR1 phosphatase (DUSP3); recombinant VHR phosphatase, pNPP absorbance; inhibition, % at 13.3 µM; 290,000 tested, 0.52% active; in the data active = inhibition above about 50%; also: some compounds called inactive have numbers as strong as hits
Numbers without * were called inactive; i = inactive; u = inconclusive; x = no result given; & = joins results of further samples; ! = repeats disagree. Rule as the data show it, unless noted: active = inhibition above about 30%; inconclusive = no clear call, values can overlap the other calls; inactive = below that.

SMILES	PriA SSB inh	BH1578 lux ind	Yp Topo-I inh	CCHFV vOTU inh	BoNT A protease	TcdB inh	Anthrax LF prot	PfHsp40 rescue	SARS 3CLpro inh	DUSP3 inh
Cc1ccc(SCC(=O)Nc2ccc3c(c2)C(=O)N(C)C3=O)cc1	-8	-0.5	3	21	-0.4	1.4	-1	-0.3	4	25
Cc1ccccc1NC(=S)NCCO	-23	-0.1	4	0	0.9	-0.1	2	0.8	6	3
NC(=O)CC(NC(=O)Cc1cccc2ccccc12)c1ccc(N2CCc3ccccc3C2)c([N+](=O)[O-])c1 (stereo unspecified)	5	i	-4	9	-0.4	4.6	-4	0.1	x	-9
COc1ccccc1CN1C(=O)C2CC=CCC2C1=O (stereo unspecified)	-19	-0.4	2	-4	0.6	x	-4	-1.1	1	21
O=C(Nc1csnn1)c1csnn1	-6	0.6	0	8	-4.9	0.2	-12	-1.1	-1	22
CC(C1CC1)N(Cc1ccccc1)C(=S)Nc1ccccc1 (stereo unspecified)	-14	i	-5	4	-0.2	6.5	0	-0.7	-2	24
NC(=O)CC(NC(=O)Cc1cccc2ccccc12)c1ccc(NCc2ccc(F)c(F)c2)c([N+](=O)[O-])c1 (stereo unspecified)	-6	i	-3	18	-0.5	2.0	0	4.8	x	7
CCSc1nnc(NC(=O)CN2C(=O)N(C)C3(CCCCC3)C2=O)s1	-5	1.4	7	6	3.7	2.8	0	0.7	x	x
COC(=O)[C@@]12CCCN1[C@H](c1ccc(-c3ccc(F)cc3)cc1)[C@H]1C(=O)N(C)C(=O)[C@H]12	5	i	-12	3	0.3	0.8	5	u	x	x
Cc1nn(CC(=O)NCCc2ccccc2)c(C)c1[N+](=O)[O-]	-7	i	0	9	1.1	0.0	-5	-1.2	0	-8
CCC(CO)Oc1cc(NC(=O)c2ccc(N)cc2)c2ncn(C(C)C)c2c1 (stereo unspecified)	-1	-4.5	-9	-4	0.8	2.0	8	0.3	x	x
Cc1cc(C)c(NC(=O)CNC(=O)c2ccc(-n3cncn3)c([N+](=O)[O-])c2)c(C)c1	-2	-0.2	-12	-9	x	0.1	x	0.7	x	x
CC1=C(C(=O)N2CCOCC2)CC(CC(=O)NCC2CCCCC2)C(=O)N1Cc1ccc(F)cc1 (stereo unspecified)	x	-0.2	6	14	-0.1	0.6	-2	x	x	x
COCCn1c(-c2ccc(OC(F)(F)C(F)C(F)(F)F)cc2)nc2c1c(=O)[nH]c(=O)n2CC(C)C (stereo unspecified)	-8	-12	45	12	0.2	x	4	-0.7	0	-7
O=C(Nc1ccc(F)cc1)Nc1ccccc1NS(=O)(=O)c1cccs1	-8	i	-9	18	-0.8	-1.6	1	-1.0	5	18
Cc1cc(-c2ccccc2)cc(C)n1	-9	-0.8	12	-17	-0.2	1.5	-8	-3.3	x	x
CC1=C(/C=C/C(C)=C/C=C/C(C)=C/C(=O)Nc2ccc(O)cc2)C(C)(C)CCC1	22	-0.3	-7&-10	34*!	0.2&0.0	1.7	-6&3	1.0&-1.1	x	x
COc1ccccc1NCc1nnc(SCC(=O)N/N=C/c2ccco2)n1-c1ccc(Cl)cc1Cl	x	-4.8	21	22	-0.6	x	2	-0.5	-3	33
O=C(N/N=C1/CCS(=O)(=O)c2ccc(F)cc21)c1cccnc1	x	-2.0	6	-10	-0.7	0.7	2	0.3	-1	15
Cc1ccccc1OCC(=O)NCCCNC(=O)c1ccccn1	-10	-0.4	-9	-3	0.5	0.1	3	-0.9	-2	23
O=C(C(=O)N1CCN(c2ccc(F)cc2)CC1)N1CCCCC1	-9	i	3	7	0.5	0.6	0	-0.8	4	6
Cc1cc2ncn(/N=C/c3ccc([N+](=O)[O-])o3)c2cc1C	x	-0.1	5	-10	1.0	-0.2	0	0.1	10	52*
Cc1cc(C)nc(NS(=O)(=O)c2ccc(N=NN(C)C)cc2)n1	-15	-0.4	1	15	2.0	0.3	-7	-0.3	0	15
O=C(O)CC1S/C(=N/N=C/c2ccccn2)NC1=O (stereo unspecified)	x	i	1	3	-0.5	-3.8	-4	-0.5	1	-5
Cc1cc2nc(CN(C)C(=O)C3CCC(=O)N(C4CCCC4)C3)[nH]c2cc1C (stereo unspecified)	x	i	0	-2	-0.2	1.6	-6	x	x	x

Overlap with the part before: two compounds; new compounds follow.
SMILES	PriA SSB inh	BH1578 lux ind	Yp Topo-I inh	CCHFV vOTU inh	BoNT A protease	TcdB inh	Anthrax LF prot	PfHsp40 rescue	SARS 3CLpro inh	DUSP3 inh
O=C(O)CC1S/C(=N/N=C/c2ccccn2)NC1=O (stereo unspecified)	x	i	1	3	-0.5	-3.8	-4	-0.5	1	-5
Cc1cc2nc(CN(C)C(=O)C3CCC(=O)N(C4CCCC4)C3)[nH]c2cc1C (stereo unspecified)	x	i	0	-2	-0.2	1.6	-6	x	x	x
CC(=O)OCC1=C(C(=O)O)N2C(=O)C(NC(=O)C(C)Cn3cc(Cl)cn3)C2SC1 (stereo unspecified)	-4	i	2	-4	-0.7	-0.2	2	-1.0	1	34
C=C(C)CN1CCN(c2c(CCC#N)c(C)c(C#N)c3nc4ccccc4n23)CC1	-9	3.6	7	6	0.7	x	1	0.3	0	10
NS(=O)(=O)c1ccc(CCNC(=O)c2ccc(C#CC3(O)CCCCC3)cc2)cc1	-9	i	-5	-8	-1.1	0.2	-1	0.4	4	4
O=C(CC1Sc2ccccc2NC1=O)NCc1cccc(Cl)c1 (stereo unspecified)	3	-0.2	8	-20	-0.1	0.6	2	-1.2	2	24
COC(=O)COc1ccc(C(C2C(=O)CC(C)(C)CC2=O)C2C(=O)CC(C)(C)CC2=O)cc1	-4	0.1	5	12	-1.4	0.6	-5	-1.7	-2	-10
CN(C)c1ccc(N2C(=O)CC(Nc3ccc(N4CCOCC4)cc3)C2=O)cc1 (stereo unspecified)	12	1.1	-2	7	0.4	x	-8	-0.8	-2	12
COc1cc2[nH]c3c(Cl)ncnc3c2cc1OC	-2	-0.2	-1	14	-1.3	x	-6	-0.7	0	-4
CCOc1ccc(CNC(=O)Cn2ccc3cc(S(=O)(=O)N4CCCC4)ccc32)cc1	-4	i	33	17	-0.1	0.6	-1	-0.3	2	21
CCOc1ccc(NC(=O)Cn2c(=O)n(CC3CCCO3)c(=O)c3ccccc32)cc1 (stereo unspecified)	1	i	7	3	-0.9	0.6	2	2.4	3	-6
Cc1ccc(S(=O)(=O)N2CCOCC2)cc1NC(=O)CNC1CCCC1	2	2.2	11	8	0.4	0.9	4	-1.2	4	27
CCS(=O)(=O)N1CCN=C1SCc1cccc(F)c1	2	i	3	19	0.3	2.8	3	0.1	-4	-9
C=CC[C@@H](CC(=O)N(CCO)Cc1ccccc1)C(=O)NC[C@H](OC(=O)[C@@H](CC=C)Cc1ccc(F)cc1)c1ccccc1	1	1.2	15	20	-0.7	-0.3	4	11	x	x
CCN(CC)c1ccc(/C=N/NC(=O)CNC(=O)c2cccs2)cc1	x	i	5	-35	0.9	1.0	-1	0.5	-11	10
CCN1C(=O)[C@H]2[C@@H](c3ccc(OC)cc3)N[C@]3(CCCN(Cc4ccc(Cl)cc4)C3=O)[C@H]2C1=O	x	-0.2	-1	4	-0.2	0.6	2	x	x	x
CC[N+](C)(C)CCN(Cc1ccc(Cl)cc1)c1ccccn1	4	-1.3	4	-30	-1.6	x	4	0.7	2	35
Cc1ccc(N=C2C(=O)Nc3ccccc32)cc1C	-13	-0.7	-2	14	-3.5	-4.1	8	-1.2	-2	24
Cc1cccc(NC(NC(=O)c2ccccn2)C(Cl)(Cl)Cl)c1 (stereo unspecified)	-11	-0.2	-7	-3	1.1	2.1	1	0.7	-1	8
Cc1ccc(S(=O)(=O)NC(=O)COc2ccccc2C)cc1	-11	i	5	9	-0.4	x	-1	1.6	-1	9
COc1ccc(/C=N/NC(=O)c2nc(-c3ccccc3)cc(-c3ccccc3)n2)cc1	x	1.0	34	14	0.0	x	-10	6.1	5	21
COc1ccc(C(=O)N/C(=C\c2ccc3c(c2)OCO3)C(=O)N2CCOCC2)cc1	0	-0.7	-1	16	-7.7	-9.6	-15	0.1	-4	-15
CCOC(=O)c1c(C(=O)OCC)c(C)n(Cc2cc(OC)c(OC)c(OC)c2)c1C	4	i	7	-10	-0.5	0.7	0	-0.9	-1	36
Cc1ccc(C(=O)N2CCN(Cc3ccc4c(c3)OCO4)CC2)cc1C	1	i	23	5	0.6	2.0	-4	0.8	-2	13
CC(=O)Nc1ccc(NC(=S)NC(=O)/C=C/c2ccccc2)cc1	4	-0.4	5	-8	0.4	-0.3	-2	0.3	6	30
Cc1ccc(SC[C@H](Cc2ccccc2)N2CCN(C)CCC2=O)cc1	9	i	15	5	0.2	1.2	0	-0.9	x	-9
N#Cc1c(NC(=O)CSc2nc3ccccc3c(=O)n2Cc2ccco2)sc2c1CCCC2	-8	5.9	-4	-4	-0.2	x	-1	-0.3	x	24
Cc1cc(C)nc(SCc2csc(-c3ccccc3)n2)n1	-86	-0.6	35	-10	-0.3	x	-1	-0.5	0	18
COc1cc(OC)cc(C(=O)OCC(=O)NC(c2ccccc2)c2ccccc2)c1	-10	-0.3	2	2	0.3	2.7	4	0.6	x	x

Entries shown so far that contain an aryl methoxy group, in the order listed:
SMILES	PriA SSB inh	BH1578 lux ind	Yp Topo-I inh	CCHFV vOTU inh	BoNT A protease	TcdB inh	Anthrax LF prot	PfHsp40 rescue	SARS 3CLpro inh	DUSP3 inh
COc1ccccc1CN1C(=O)C2CC=CCC2C1=O (stereo unspecified)	-19	-0.4	2	-4	0.6	x	-4	-1.1	1	21
COc1ccccc1NCc1nnc(SCC(=O)N/N=C/c2ccco2)n1-c1ccc(Cl)cc1Cl	x	-4.8	21	22	-0.6	x	2	-0.5	-3	33
COc1cc2[nH]c3c(Cl)ncnc3c2cc1OC	-2	-0.2	-1	14	-1.3	x	-6	-0.7	0	-4
CCN1C(=O)[C@H]2[C@@H](c3ccc(OC)cc3)N[C@]3(CCCN(Cc4ccc(Cl)cc4)C3=O)[C@H]2C1=O	x	-0.2	-1	4	-0.2	0.6	2	x	x	x
COc1ccc(/C=N/NC(=O)c2nc(-c3ccccc3)cc(-c3ccccc3)n2)cc1	x	1.0	34	14	0.0	x	-10	6.1	5	21
COc1ccc(C(=O)N/C(=C\c2ccc3c(c2)OCO3)C(=O)N2CCOCC2)cc1	0	-0.7	-1	16	-7.7	-9.6	-15	0.1	-4	-15
CCOC(=O)c1c(C(=O)OCC)c(C)n(Cc2cc(OC)c(OC)c(OC)c2)c1C	4	i	7	-10	-0.5	0.7	0	-0.9	-1	36
COc1cc(OC)cc(C(=O)OCC(=O)NC(c2ccccc2)c2ccccc2)c1	-10	-0.3	2	2	0.3	2.7	4	0.6	x	x

From PubChem BioAssay

The list is partial, so the mix of outcomes need not match the whole.
